# STK33 kinase inh: inhibitors of purified STK33 kinase, primary screen, biochemical, ADP-Glo luminescence, homogeneous, cell-free. 320,000 tested, 0.073% active. inhibition, % at 10 µM. Serine/threonine-protein kinase 33 (Homo sapiens), Q9BYT3. MBP phosphorylation;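 active = inhibition at or above 25%, using the most active replicate where run in duplicate; inactive = inhibition below 25%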
# Target sequence (Q9BYT3 whole entry, looked up): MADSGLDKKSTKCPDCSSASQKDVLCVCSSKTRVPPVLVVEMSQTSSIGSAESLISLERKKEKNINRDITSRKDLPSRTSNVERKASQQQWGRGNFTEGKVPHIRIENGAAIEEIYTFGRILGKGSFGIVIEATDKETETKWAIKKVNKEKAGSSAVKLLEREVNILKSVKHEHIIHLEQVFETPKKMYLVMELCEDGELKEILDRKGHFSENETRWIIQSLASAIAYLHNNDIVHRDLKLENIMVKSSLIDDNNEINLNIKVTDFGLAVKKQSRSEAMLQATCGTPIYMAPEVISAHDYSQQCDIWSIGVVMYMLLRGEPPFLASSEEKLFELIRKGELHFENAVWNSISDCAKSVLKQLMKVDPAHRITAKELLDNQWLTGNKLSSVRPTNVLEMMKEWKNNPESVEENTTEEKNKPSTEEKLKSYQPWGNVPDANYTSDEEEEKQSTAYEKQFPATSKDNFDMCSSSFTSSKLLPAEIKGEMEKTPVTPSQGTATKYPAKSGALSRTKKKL
# CHT PAM: CHT positive allosteric modulators, primary screen, cell-based, membrane potential dye, choline EC20 | CHT-expressing cells; active compounds read high; LV-AA mutant CHT in HEK293 cells | B-score at 10 µM | 310,000 tested, 0.49% active | AID 488977, 2010;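 active = initial fluorescence not abnormally high and integrated response B-score, plate-corrected, over 3 SD above library mean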
# Target sequence (Q9GZV3 whole entry, looked up): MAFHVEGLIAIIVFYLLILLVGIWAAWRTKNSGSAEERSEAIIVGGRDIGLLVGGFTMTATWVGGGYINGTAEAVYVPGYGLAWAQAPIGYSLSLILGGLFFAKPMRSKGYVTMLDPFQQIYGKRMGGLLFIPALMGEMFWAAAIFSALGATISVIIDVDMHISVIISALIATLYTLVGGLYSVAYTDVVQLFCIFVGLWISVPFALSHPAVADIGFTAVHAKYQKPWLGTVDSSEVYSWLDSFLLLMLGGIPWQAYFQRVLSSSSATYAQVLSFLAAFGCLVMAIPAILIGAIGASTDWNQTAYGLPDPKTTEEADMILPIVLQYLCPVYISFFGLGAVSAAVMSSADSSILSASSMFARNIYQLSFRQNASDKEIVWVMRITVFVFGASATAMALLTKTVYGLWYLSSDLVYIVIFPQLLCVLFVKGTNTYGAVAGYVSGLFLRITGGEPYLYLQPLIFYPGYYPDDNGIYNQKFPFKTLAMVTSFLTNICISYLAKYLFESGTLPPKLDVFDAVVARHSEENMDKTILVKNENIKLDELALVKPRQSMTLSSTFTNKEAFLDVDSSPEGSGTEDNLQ
# CHT block: inhibitors of human choline transporter CHT. B-score at 10 µM. 310,000 tested, 0.86% active. CHT-expressing cells, membrane potential dye, choline response; active compounds read low. High affinity choline transporter 1 (Homo sapiens), Q9GZV3. AID 488975, 2010;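 active = B-score over 3 SD under the library average, and starting fluorescence ratio not unusually high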;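 note: choline stimulus applied at its EC90 after an EC20 pre-addition; B-score computed on integrated fluorescence ratio after choline addition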
# * = called active by the depositor; i = inactive; · = not tested or not shown.
# The opening three compounds as a preview:
SMILES,STK33 kinase inh,CHT PAM,CHT block
COc1ccc(C(=O)N(C)C2CCCc3ccccc32)cc1OC1CCN(C(C)C)CC1 (stereo not given),-1.4,i,-10*
O=C(c1ccco1)N1CCN(c2nnc(-c3ccccc3)c3ccccc23)CC1,1.7,i,i
CCN(C(=O)Cc1cccs1)c1nnc(-c2cccnc2)s1,0.7,i,i

# This part in full, repeating the preview:
SMILES,STK33 kinase inh,CHT PAM,CHT block
COc1ccc(C(=O)N(C)C2CCCc3ccccc32)cc1OC1CCN(C(C)C)CC1 (stereo not given),-1.4,i,-10*
O=C(c1ccco1)N1CCN(c2nnc(-c3ccccc3)c3ccccc23)CC1,1.7,i,i
CCN(C(=O)Cc1cccs1)c1nnc(-c2cccnc2)s1,0.7,i,i
O=C(NCCN1C(=O)CSC1=O)C1CC(=O)N(c2ccccc2)C1 (stereo not given),-2.4,i,i
Cc1ccc(S(=O)(=O)NCC(=O)Nc2ccc3c(c2)OCCO3)cc1,-0.7,i,i
COC(=O)c1ccc(NC(=O)CSCC(=O)OCC(=O)c2ccc(Br)cc2)cc1,12,i,i
O=C(/C=C/c1ccc(F)cc1)NC(=S)NC1CCCCC1,-1.3,i,i
Cc1ccc(C(=O)CCC(=O)OCC(=O)Nc2ccc3[nH]c(=O)[nH]c3c2)cc1,-0.7,i,i
Cc1cc(NC(=O)c2c([N+](=O)[O-])c(C)nn2C)no1,-1.5,i,i
CC(=O)c1ccc(Nc2cc(C)nc3c(C)cccc23)cc1,0.3,i,i
O=C(Nc1cccc2ncccc12)c1cccc(Br)c1,1.5,i,i
COc1cc(NC(=O)N[C@@H](CCSC)C(=O)O)cc(OC)c1,-1.0,i,i

# Some of the entries so far, with each value named.
O=C(c1ccco1)N1CCN(c2nnc(-c3ccccc3)c3ccccc23)CC1
  STK33 kinase inh: 1.7; CHT PAM: i; CHT block: i

O=C(/C=C/c1ccc(F)cc1)NC(=S)NC1CCCCC1
  STK33 kinase inh: -1.3; CHT PAM: i; CHT block: i

COc1ccc(C(=O)N(C)C2CCCc3ccccc32)cc1OC1CCN(C(C)C)CC1 (stereo not given)
  STK33 kinase inh: -1.4; CHT PAM: i; CHT block: -10*

COc1cc(NC(=O)N[C@@H](CCSC)C(=O)O)cc(OC)c1
  STK33 kinase inh: -1.0; CHT PAM: i; CHT block: i

# (listing goes on)
SMILES,STK33 kinase inh,CHT PAM,CHT block
COc1cccc(N=Cc2c(O)n(-c3cccc(C)n3)c(=O)c3ccccc23)c1,-0.2,i,i
COc1ccc([C@@H]2[C@@H]3C(=O)N(C(C)(C)C)C(=O)[C@@H]3[C@]3(C)C(=O)N(c4cccc(Cl)c4)C(=O)N23)cc1,-1.0,i,i
Cc1cc(Cl)c(Cl)cc1S(=O)(=O)NCCCn1ccnc1,-0.4,i,i
CN1CCN(C(=S)Nc2cccc(S(=O)(=O)N(C)C)c2)CC1,0.3,i,i
CCSCc1nnc(SCC(=O)c2ccc(OC)cc2)n1C,-0.3,i,i
Cc1cc(C)c(NS(=O)(=O)c2cccc3cccnc23)c(C)c1,-0.9,i,i
Cc1ccccc1N1CCN(C2CCCN(C(=O)CCC3(C)CC3)C2)CC1 (stereo not given),-2.8,i,i
N#Cc1nc(N2CCCCC2)nc(N2CCOCC2)n1,2.0,i,i
Cc1ccc(N=C2NC(=O)/C(=C\c3cccs3)S2)cc1C,1.0,i,i
COC(=O)c1ccc(CN2C(=O)NC3(CCC(C)CC3)C2=O)cc1 (stereo not given),-0.4,i,i
CCC(C)NC(=O)CSC1=Nc2ccccc2C2=NC(CC(=O)NCc3ccc(F)cc3)C(=O)N12 (stereo not given),0.3,i,i
C/C(=N\NC(=O)C(c1ccccc1)c1ccccc1)c1ccccn1,0.5,i,i
Cc1ccc(-c2ccc(S(=O)(=O)NCc3ccco3)cc2)cc1,-0.3,i,i
c1ccc2nc3c(nc2c1)OCC1CCCCN31 (stereo not given),-1.2,i,i
COc1cc(C2/C(=C(\O)c3ccc4c(c3)OCCO4)C(=O)C(=O)N2c2nnc(C)s2)cc(OC)c1OC (stereo not given),-0.1,i,i
O=C(c1ccco1)N1CCN(c2ccnc3cc(Cl)ccc23)CC1,1.7,i,i
Cc1cc(C)n(Cc2ccc(F)cc2)c(=O)c1C#N,-1.0,i,i
COc1ccccc1CN1CCC(n2nccc2NC(=O)CCc2ccccc2)CC1,0.2,i,i
Fc1ccc(F)c(C2=NNC(=Nc3ccccc3F)SC2)c1,-0.9,i,i
O=C(Cc1ccccc1)Nc1ccccc1C(=O)N1CCN(c2ccccc2)CC1,-0.3,i,i
CCCCC(=O)Nc1ccc(NC(=O)C2CC2)nc1,-0.2,i,i
Cc1nc2c(C(=O)NCCC(C)C)c[nH]n2c(=O)c1Cl,1.1,i,i
Cc1ccc(-n2c(-c3cc(C)n(C)n3)n[nH]c2=S)cc1,-1.1,i,i
CCCNC(=O)C1CCN(S(=O)(=O)c2cccs2)CC1,-0.8,i,i
CCOc1ccc(Oc2ccccc2NC(=O)CSCC(=O)Nc2cc(C)on2)cc1,-0.3,i,i
Cc1c(NC(=O)C2C3C=CC(C3)C2C(=O)O)c(=O)n(-c2ccccc2)n1C (stereo not given),1.0,i,i
CN(C)c1ccc(C(=O)Nc2ccc(S(=O)(=O)Nc3nccs3)cc2)cc1,-1.8,i,i
Cn1c(=O)c2ccccc2n(CC(=O)NCCC2=CCCCC2)c1=O,1.5,i,i
CC(=O)Nc1nc2ccc(-c3nc4ccccc4o3)cc2s1,-1.3,i,i
Cc1cc(N2C(=O)C(O)=C(C(=O)c3cc4ccccc4o3)C2c2ccc([N+](=O)[O-])cc2)no1 (stereo not given),1.4,i,i
CCCN(Cc1cc2cc(OC)ccc2[nH]c1=O)C(=O)c1ccco1,-2.0,i,i
O=C(CCC1CCCC1)Nc1cccn(Cc2ccccc2Br)c1=O,-1.4,i,i
COc1cccc(C2=CC(c3cccs3)n3nnnc3N2)c1 (stereo not given),0.3,i,i
O=C(N/N=C/c1cccc([N+](=O)[O-])c1)c1ccc(CN2CCOCC2)cc1,-1.0,i,i
COc1ccc(-c2cc(C)no2)cc1S(=O)(=O)N(C)c1ccc(C)c(C)c1,0.3,i,i
CCc1ccc2[nH]c(=O)c(CN(CC3CCCO3)C(=S)NCc3ccco3)cc2c1 (stereo not given),-0.9,i,i
Cc1nnnn1CC(=O)Nc1ccccc1[N+](=O)[O-],-0.2,i,i
COc1ccc(CCNC(=O)c2cccc(NC3=NC4CS(=O)(=O)CC4S3)c2)c(OC)c1 (stereo not given),-0.6,i,i
O=C(COC(=O)c1cc(Cl)ccc1[N+](=O)[O-])Nc1cccc2ccccc12,-1.3,i,i
COc1ccccc1OCc1nc(C#N)c(N2CC(C)CC(C)C2)o1 (stereo not given),0.0,i,i
CC1CCc2c(sc3nc4n(c(=O)c23)CCS4)C1 (stereo not given),1.4,i,i
CCCCOCCCNS(=O)(=O)Cc1ccccc1,0.5,i,i
COCCN(C(=O)COc1ccc(Cl)cc1)c1nnc(-c2cccnc2)s1,-0.3,i,i
CCOC(=O)c1sc(NC(=O)CSc2nnc(-c3ccc(OC)cc3)n2CCOC)nc1C,-1.0,i,i
CC(C)C1(C)C(=O)N=C2c3ccccc3C(=O)N21 (stereo not given),-0.8,i,i
Clc1ccc(-c2cn(-c3ccccc3)c3[n+]2CCS3)cc1,0.1,i,i
COc1ccc(/C=C/C(=O)O)cc1S(=O)(=O)N1CCCCC1,-3.2,i,i
CCOc1ccc(NC(=O)CC2Nc3ccccc3NC2=O)cc1 (stereo not given),-0.4,i,i
COc1ccc(-n2c(SCC(=O)NCc3ccco3)nnc2-c2c[nH]c3ccccc23)cc1,-0.3,i,i
COc1ccc(Cl)cc1NC(=O)C(C)N(C)Cc1cccc(Cl)c1Cl (stereo not given),-0.4,i,i
CCOc1ccccc1NC(=O)CCS(=O)(=O)c1cccs1,-0.6,i,i
CCOc1ccc(CCNC(=O)c2ccc3ccccc3n2)cc1OCC,1.6,i,i
O=C(Nc1c2c(nn1-c1ccc(F)cc1)CSC2)c1ccc(S(=O)(=O)N2CCOCC2)cc1,-0.4,i,i
CCN(CC)c1ccc(NC(=O)c2ccc(=O)[nH]c2)cc1S(=O)(=O)Nc1ccccc1OC,0.2,i,i
CCC1Sc2ccc(S(=O)(=O)CCC(=O)Nc3cccc(Br)c3)cc2NC1=O (stereo not given),0.3,i,i
CC(/C=C1\SC(=S)N(CC(=O)O)C1=O)=C\c1ccccc1,-0.7,i,-6*
COc1ccc(N(CC(=O)N2CCN(C)CC2)S(=O)(=O)c2ccccc2)cc1,-1.2,i,i
O=C(CN1CCC(NC(=O)c2ccccc2Cl)CC1)NCc1ccccc1,-1.2,i,i
Cc1ccc(OCCCCn2cnc3ccccc32)c(C)c1,1.5,i,i
O=C(NC12CC3CC(CC(C3)C1)C2)c1cnccn1,-1.4,i,i

# Continued:
SMILES,STK33 kinase inh,CHT PAM,CHT block
O=CN1CCN(C(=O)c2ccccc2F)CC1,-2.4,i,i
CC(C)CCNC(=O)C(=O)Nc1cc2c3c(c1)CCC(=O)N3CCC2,-0.1,i,i
COc1ccc(Nc2nnc(SCc3cn4c(C)cccc4n3)s2)cc1,-0.1,i,i
CCc1nc2n[nH]c(N)c2c2c1CCCC2,6.6,i,i
CCOc1ccc(N(CC(=O)NCc2ccc(Cl)cc2)S(=O)(=O)c2ccccc2)cc1,-1.6,i,i
Cc1nn(C)c(C)c1S(=O)(=O)N(CC(=O)Nc1ccccn1)c1ccc(C(C)C)cc1,·,i,i
COc1ccccc1N1CCN(Cc2ccc(C(=O)O)cc2)CC1,-0.7,i,i
CCOc1ccc(CN2CCN(S(=O)(=O)c3ccc(NC(C)=O)cc3)CC2)cc1,-1.4,i,i
Cn1cc([N+](=O)[O-])c(C(=O)Nc2cc(Oc3cccnc3)cc([N+](=O)[O-])c2)n1,-1.1,i,i
CCCN(CCC)C(=S)NC(=O)c1ccc(Cl)cc1Cl,-1.6,i,i
c1ccc2nc(-c3ccc(-n4ccnc4)cc3)ccc2c1,0.3,i,i
N=c1oc2ccccc2cc1C(=O)NC1CCCCCC1,-0.3,i,i
Fc1ccc(Sc2nc(-c3ccccc3)nnc2C(F)(F)F)cc1,0.2,i,i
COc1nc(Cl)cn(-c2ccc(Cl)cc2)c1=O,-0.5,i,i
COc1ccc(/C=C(/NC(=O)c2ccccc2)C(=O)N/N=C/c2cccs2)cc1OC,-1.7,i,i
O=C(NCc1cccnc1)c1cnn2ccccc12,0.3,i,i
CCN(CC)S(=O)(=O)c1ccc(N/N=C(\C)c2ccncc2)c([N+](=O)[O-])c1,1.0,i,i
CC1(C)Cc2c(C#N)c(N3CCOCC3)nc(-c3ccccc3)c2CO1,0.9,i,i
CC1(c2ccc(Cl)cc2)NC(=S)N2C1NC(=S)N2c1ccccc1 (stereo not given),-1.3,i,i
COc1ccc(NC(=O)Cn2nnc(C(=O)NCc3ccccc3)c2N)c(OC)c1,·,i,i
O=C(CN1CCN(c2ccccn2)CC1)N(c1ccccc1)c1ccc2ccccc2c1,-1.4,i,i
O=C(NNC(=O)c1ccccc1)C(=O)N1CCCCC1,-1.0,i,i
CCN1CCN(c2ccc(S(=O)(=O)N3CCOCC3)cc2NC(=O)c2ccc(C(F)(F)F)cc2)CC1,-0.2,i,i
O=C(CCCN1C(=O)/C(=C\c2cccs2)SC1=S)Nc1ccc(O)cc1C(=O)O,-0.9,i,i
O=C(CSc1ccc2nnc(-c3ccc(F)cc3)n2n1)N1CCCc2ccccc21,1.3,i,i
C[C@H](NC(=O)[C@@H]1Cc2ccccc2CN1)C(=O)Nc1ccc2c(c1)OCO2,0.0,i,i
COC(=O)C[C@H]1c2cc(F)ccc2S(=O)(=O)N1Cc1ccccc1OC,0.6,i,i
O=C1CCC(c2ccc3c(c2)CCC3)=NN1,-0.2,i,i
O=S(=O)(c1cccs1)N1CCN(Cc2ccccc2)CC1,-1.9,i,i
COc1cccc(NC(=O)CN(C)C(=O)c2cccc(S(=O)(=O)N3CCN(c4ccc(F)cc4)CC3)c2)c1,-0.9,i,i
Cc1ccc(C(=O)CC(=O)COc2ccc(Cl)cc2C)cc1,-0.4,i,i
Cc1cc(N/N=C/c2ccco2)c2ccccc2n1,0.9,i,i
Cc1ccc(C2=NNC(C(O)C(O)C(O)CO)S2)cc1 (stereo not given),-2.1,i,i
COc1ccc(-c2nc(NC(=O)C3=NN(c4cccc(C)c4)C(=O)CC3)sc2C)cc1,-0.5,i,i
O=C(CCC1CCCN(C(=O)c2ccco2)C1)NCc1ccccc1F (stereo not given),-0.8,i,i
Cc1ccc(OCCN2C(=O)S/C(=C\c3ccc(C)o3)C2=O)cc1,1.1,i,i
O=C(CSc1nc2sc3c(c2c(=O)n1-c1ccccc1)CCCC3)NCc1ccco1,·,i,i
COc1cccc(/C=N/Nc2ncnc3c2ncn3Cc2ccccc2)c1O,-0.9,i,i
Cc1cc(C)n(-c2nc3ccccc3nc2NCCc2ccccc2)n1,-0.3,i,i
CCOc1ccc2nc(SCC)[nH]c2c1,-0.7,i,i
CCOC(=O)N1CCN(Cc2nnc(-c3ccccc3Cl)o2)CC1,-0.5,i,i
CC(=O)N1CN(C2CCCC2)Cc2c1sc1c2CCCC1,-0.6,i,i
COc1ccc(NC(=O)CCc2c(C)nn(-c3ccc(N4CCOCC4)nn3)c2C)cc1,-1.1,i,i
COCC(=O)N(Cc1nc2sc(C)c(C)c2c(=O)[nH]1)C1CCCCC1,0.7,i,i
O=C(NCCO)c1ccc(Cl)c(Cl)c1,-0.8,i,i

# Looked up above:
# STK33 kinase inh result of COc1cccc(/C=N/Nc2ncnc3c2ncn3Cc2ccccc2)c1O is entered as -0.9
# STK33 kinase inh result of COCC(=O)N(Cc1nc2sc(C)c(C)c2c(=O)[nH]1)C1CCCCC1 is entered as 0.7

# Screens deposited in PubChem BioAssay by several laboratories.
